Source: PubChem BioAssay
TDP1 block: inhibitors of human tyrosyl-DNA phosphodiesterase TDP1. Q9NUW8. recombinant TDP1, AlphaScreen DNA substrate cleavage. Potency, µM (highest dose often 130 µM), for inactives: top-dose activity change, negative = inhibition, actives largely listed as inhibitors. 350,000 tested, 0.28% active; further: nearly all actives have a fitted effect of over 40% in size
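AlphaScreen read-out: signal falls as enzyme removes the 3' tyrosine-FITC from a 5'-biotinylated DNA oligo (15 nM, 5 min, RT). Enzyme was E. coli-made recombinant Tdp1 at 1 nM, exposed to compound for 15 min beforehand; beads 10 ug/ml, 10 min.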
GCN5L2 inh: inhibitors of human GCN5L2 histone acetyltransferase; Q92830; GCN5L2 HAT assay, ThioGlo1 CoA-SH fluorescence; Potency, µM (series often up to 58.9 µM), for the others: top-dose activity change, negative = inhibition, usual class: inhibitors; 390,000 tested, 0.21% active; AID 504327
Target sequence (Q92830 whole entry, looked up): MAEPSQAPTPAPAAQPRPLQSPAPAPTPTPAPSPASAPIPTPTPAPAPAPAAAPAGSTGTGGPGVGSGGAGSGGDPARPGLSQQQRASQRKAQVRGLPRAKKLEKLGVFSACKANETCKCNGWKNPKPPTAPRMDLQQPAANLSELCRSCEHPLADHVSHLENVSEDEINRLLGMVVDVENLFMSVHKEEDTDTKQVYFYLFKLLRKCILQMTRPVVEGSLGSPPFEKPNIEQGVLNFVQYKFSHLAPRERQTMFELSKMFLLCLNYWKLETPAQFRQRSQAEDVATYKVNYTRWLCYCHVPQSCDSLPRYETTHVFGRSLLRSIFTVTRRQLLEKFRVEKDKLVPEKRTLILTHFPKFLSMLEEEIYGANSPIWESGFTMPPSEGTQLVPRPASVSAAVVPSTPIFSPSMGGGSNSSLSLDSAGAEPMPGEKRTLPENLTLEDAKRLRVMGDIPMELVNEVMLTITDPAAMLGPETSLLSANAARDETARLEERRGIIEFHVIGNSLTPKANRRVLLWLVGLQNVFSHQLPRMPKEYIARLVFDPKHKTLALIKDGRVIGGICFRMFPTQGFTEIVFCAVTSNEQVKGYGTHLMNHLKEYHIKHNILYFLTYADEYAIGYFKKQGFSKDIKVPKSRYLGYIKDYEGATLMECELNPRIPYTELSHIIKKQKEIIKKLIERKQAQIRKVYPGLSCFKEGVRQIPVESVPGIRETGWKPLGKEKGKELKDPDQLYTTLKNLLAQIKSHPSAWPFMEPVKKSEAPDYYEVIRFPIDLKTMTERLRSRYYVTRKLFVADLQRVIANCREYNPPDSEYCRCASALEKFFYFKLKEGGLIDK
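GCN5L2 (20 nM) in 50mM HEPES pH 7.5, 0.1mM EDTA, 0.01% Tween-20 preincubated 15 min with compounds at room temperature. Reaction started with H3(1-25) 75uM, acetyl-CoA 70uM, ThioGlo1 50uM; CoA-thiol fluorescence (Ex340/Em540) read at 0 and 20 min.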
DT40 TDP1 no CPT: qHTS for Inhibitors of human tyrosyl-DNA phosphodiesterase 1 (TDP1): qHTS in cells in absence of CPT; 420,000 tested, 15% active; DT40 Tdp1-/- hTDP1 cells, no CPT, ATP luminescence, 48 h; Potency, µM (series often up to 46.2 µM), for inactives: at the top dose activity change, negative = growth inhibition, hits mostly inhibitors; further: nearly all actives have a fitted effect of over 55% in size
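Luminescent ATP content (CellTiter-Glo) served as the growth readout. Knockout chicken DT40 cells expressing human TDP1 were exposed to compounds without camptothecin for a minimum 48 hr at 37 °C.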
Starred values were filed as active, the others as inactive; ? = inconclusive; · = no result given; & = joins results of further samples; [ ] = another dose, or the depositor's remark. The call rests on the fitted dose curve; in most records, active means well fitted curve in the direction sought with a large enough effect; inconclusive means small, poorly fitted or top-dose-only effect, or another doubt; inactive means no such curve, though single readings can be large; an effect the other way counts as inactive or inconclusive. On the % scale 0 is the no-effect control and ±100 the full control effect; potency means the concentration at half of the fitted maximal effect. An excerpt; count on the stated rates, not on these rows.

SMILES	TDP1 block	GCN5L2 inh	DT40 TDP1 no CPT
Cc1cccc(C(=O)NCc2nnc(SC(C)C(=O)Nc3nnc(C)s3)n2C)c1 (stereo unspecified)	1%	-20%	-11%
C/C(=N\NC(N)=O)c1ccc(Cl)cc1	0%	1%	-1%
Cc1ccc(C)c(OCC(=O)N(C)CC(=O)Nc2ccc(Cl)c(C(F)(F)F)c2)c1	0%	-10%	?
CCOc1ccc(CNC(=O)c2ccc3c(c2)sc2nc(-c4ccc(OC)cc4)cn23)cc1	0%	-8%	-18%
CC(=O)c1cccc(NC(=O)CN(c2cccc(F)c2)S(C)(=O)=O)c1	1%	0%	-1%
CCC(C)NC(=O)CNC(=O)c1nn(-c2ccc(OC)cc2OC)c(=O)c2ccccc12 (stereo unspecified)	·	-13%	-12%
COc1ccccc1OCCNC(=O)C1CC(=O)N(c2ccc3c(c2)OCCO3)C1 (stereo unspecified)	·	-13%	4%
COc1ccc(NC(=O)C(Cc2c[nH]c3ccccc23)NC(=O)OC(C)(C)C)cc1 (stereo unspecified)	·	-6%	-23%
O=C1CN(C(=O)CSc2nnnn2C2CC2)c2ccccc2N1	1%	-6%	2%
COc1ccccc1/C=C1/SC(=S)N(CCC(=O)Nc2cccnc2)C1=O	3%	?	?
CC(C)c1ccc(/C=C2\SC(=S)N(CCC(=O)N3CCCCC3CCO)C2=O)cc1 (stereo unspecified)	10%	-16%	21µM*
NC(=O)C1CCN(c2c([N+](=O)[O-])cc(C(F)(F)F)cc2[N+](=O)[O-])CC1	7%	-10%	-3%
CCn1c(C(=O)O)c(CC(=O)Nc2ccc(Br)cc2C)c2ccccc21	·	14%	26%
Cc1c(-c2nc(-c3ccc4c(c3)OCO4)no2)nnn1-c1cccc(C(F)(F)F)c1	0%	-8%	-22%
Cc1ccc(C)c(NC(=S)NNC(=O)c2ccco2)c1	10%	3%	-16%
CC(=O)NC(CC(=O)NC1CCCCC1)c1ccccc1 (stereo unspecified)	1%	1%	-16%
CCN(CC)S(=O)(=O)c1ccc(C(=O)NCCSc2c(-c3ccc(C)cc3)[nH]c3ccccc23)cc1	6%	-14%	8.2µM*
COc1ccccc1/C=N/n1c(C)nnc1-n1nc(C)cc1C	4%	-7%	-3%
COC(C(=O)Nc1ccnn1C1CCN(Cc2nccs2)CC1)c1ccccc1 (stereo unspecified)	4%[56.1 µM]	-5%	-11%
CCc1ccccc1NC(=O)C1COc2ccccc2C1 (stereo unspecified)	3%	-5%	-20%
Cc1ccccc1C(=O)NC(=S)Nc1ccc(S(=O)(=O)N(C)c2ccccc2)cc1	-1%	-3%	23µM*
Fc1ccc2nc3c(nc2c1)CCCC3	·	16%	8%
COc1ccc(Cl)cc1NC(=O)CN1c2ccccc2S(=O)(=O)c2ccccc21	3%	-7%	-27%
Cc1cc(C)n(CCCC(=O)O)n1	8%	-1%	-3%
CCNc1nc(NC(C)C)nc(N(C#N)CCOc2ccc(Cl)cc2Cl)n1	1%	-6%	?
C=CCn1c(SCC(=O)Nc2ccc3c(c2)OCO3)nc2ccccc2c1=O	5%	-5%	-17%
O=C(O)CSc1nnc(-c2ccc(S(=O)(=O)N3CCCC3)cc2)n1Cc1ccco1	1%	1%	-2%
Cn1c(=O)c2c(nc(SCC(=O)Nc3ccc(F)cc3F)n2Cc2ccccc2)n(C)c1=O	-2%	-22%	?
COc1cc2c(cc1OC)C(C(=O)Nc1ccccc1N1CCN(C)CC1)C1c3ccccc3CCN1C2=O (stereo unspecified)	-5%	-2%	-21%
C[C@H](NC(=O)c1nc[nH]c1C(=O)N(C)Cc1ccccc1)c1ccccc1	1%	0%	-12%
O=C(NCCc1ccccc1)c1cc(=O)[nH]c2ccccc12	2%	-6%	-1%
COc1ccc(CNC(=O)C2CCN(C(=O)N3CC(C)Oc4ccc(C)cc43)CC2)cc1 (stereo unspecified)	1%	-2%	?
CC(=O)C[C@@H](O)CC(=O)[C@@H]1OC(=O)CCCCC/C=C/Cc2ccccc21	1%	-5%	-27%
CCOC(=O)c1c(C)c(C(=O)NCC2CCCO2)c(C)n1CC (stereo unspecified)	8%	-7%	-3%
N#Cc1c(C#N)c(-c2ccccc2)n(-c2ccc(C(=O)O)cc2)c1N	2%	-2%	1%
CNC(=O)N(O)C1N(/N=C/c2ccc(N(C)C)cc2)C(=S)SC1(C)C (stereo unspecified)	·	2%	4%
NC(=O)c1ccc(Sc2nnc(-c3cccs3)n2CC2CCCO2)c([N+](=O)[O-])c1 (stereo unspecified)	-1%	7%	-8%
COCCN(Cc1ccccc1)C(=O)c1ccc2c(=O)n3c(nc2c1)CCC3	-3%	-3%	2%
Cc1ccc(S(=O)(=O)C(C#N)c2nc3ccccc3nc2N2CCN(C)CC2)cc1C (stereo unspecified)	6%	-3%	-1%
Cc1nc2nc(NCc3cccs3)nn2c(C)c1Cl	6%	-3%	4%
CCOc1cc(/C=C2\CCCC(C(=O)C(F)(F)F)=C2O)ccc1O	5%	-5%	23µM*
CCCCCn1c(=O)[nH]c2cc(C(=O)NCc3ccco3)ccc2c1=O	2%	-6%	-18%
O=C(CNC1CCCCCC1)Nc1ccccc1N1CCOCC1	-5%	0%	?
O=C(NCCc1c[nH]c2ccccc12)c1ccc(F)cc1F	10%	-3%	?
COC(=O)c1[nH]c(C)c(/C(O)=C2\C(=O)C(=O)N(CCN(C)C)C2c2cccs2)c1C (stereo unspecified)	0%	-5%	2%
CN1CCC(=O)N([C@H](CSc2ccccc2)Cc2ccccc2)CC1	·	-3%	?
CCCCN(C(=O)c1ccc(Cl)c([N+](=O)[O-])c1)c1c(N)n(CCC)c(=O)[nH]c1=O	5%	0%	-2%
COC(=O)CSc1nc2sc3c(c2c(=O)n1C1CCCCC1)CCN(C)C3	-5%	0%	·
CCOc1ccc(N(CC(=O)NCCc2ccccc2)S(=O)(=O)c2ccccc2)cc1	10%[0.0935 µM]	-3%	-6%
CC(=O)Nc1ccc(NC(=O)C2CC(=O)N(Cc3ccco3)C2)cc1 (stereo unspecified)	-10%	-2%	15%
Other records
SMILES	TDP1 block	GCN5L2 inh	DT40 TDP1 no CPT
N#Cc1c(/N=C/c2ccco2)oc(-c2ccccc2)c1-c1ccccc1	5%	1%	?
CCCCC(=O)Nc1ccccc1N1CCN(c2ccc(F)cc2)CC1	4%	-2%	16µM*
CN1CCCC2(CCN(C(=O)c3cc(C(F)(F)F)cc(C(F)(F)F)c3)CC2)C1	·	8%	-30%
Cc1cc(C)cc(N(CC(=O)NCCSCc2ccccc2)S(C)(=O)=O)c1	-4%	-10%	-23%
CCc1ccccc1OCc1nnc(N)s1	1%	2%	-16%
Cc1cc(C)cc(NC(=O)c2ccc(NC(=O)c3ccco3)cc2)c1	6%	-9%	?
Cc1cc(C)cc(NC(=O)C(NS(=O)(=O)c2cccc3nsnc23)c2ccccc2)c1 (stereo unspecified)	7%	-11%	?
O=C(CCn1c(=O)[nH]c2ccccc2c1=O)N1CCN(c2ccc(Cl)cc2)CC1	4%	-3%	-25%
NS(=O)(=O)c1ccc(CNC(=O)Cc2cccs2)cc1	·	-14%	4%
CCCCN1C2CCCC1CC(NC(=O)C1CCCCC1)C2 (stereo unspecified)	2%	2%	-7%
COc1ccc(OC)c(-c2nc(C(=O)NCC3CCCO3)cc3c2[nH]c2ccccc23)c1 (stereo unspecified)	·	-21%	21µM*
COc1ccc(NC(=O)N2CCC(CO)(CC3CCCCO3)CC2)c(OC)c1 (stereo unspecified)	·	-2%	6%
CC(=O)c1ccc(-c2ccccc2[C@H]2[C@H]3C=CC[C@@H](C)[C@@H]3C(=O)N2Cc2ccccc2)cc1	0%	-4%	·
CCCCn1c(N)c(C(=S)NC(=O)CC(C)(C)C)c(=O)n(C)c1=O	0%	-9%	?
Cc1cccc(C(=O)NC(=S)Nc2ccccc2C(=O)O)c1	-3%	5%	0%
CCOC(=O)c1c(NC(=O)/C(C#N)=C/c2ccccc2)sc2c1CCC2	-2%[12.3 µM]	2%	9%
CCc1ccccc1NC(=O)N1CCC(NC(=O)C(Cc2ccc(OC)c(OC)c2)NC(C)=O)CC1 (stereo unspecified)	3%	-15%	6%
CCN1CCN(c2cc(C)c3cc(NC(=O)c4ccccc4F)ccc3n2)CC1	0%&10%	-5%&-14%	?
O=C(O)[C@@H]1C[C@@H](C(=O)O)N1	6%	-2%	-13%&-3%
COc1ccc(CCC(=O)Nc2sccc2C#N)cc1	-3%	-4%	?
COc1ccccc1OC(=O)c1ccc(SC)cc1OC	-6%	-2%	-21%
O=C1CC(c2ccccc2Cl)CC(O)=C1C=NCCCO (stereo unspecified)	·	-5%	-5%
COc1ccc(-c2cccc(C(=O)Nc3ccc(C)cc3)c2)cc1	4%	-4%	?
C=C(C)COc1ccc(-c2ncncc2-c2ccccc2OC)c(O)c1	·	-2%	?
O=C(Nc1ccc(Cl)c(S(=O)(=O)N2CCOCC2)c1)c1ccccc1-c1ccc(C(F)(F)F)cc1	5%	-8%	16µM*
COc1cccc(NC(=O)CSC2=Nc3ccccc3C3=NC(CC(=O)NCc4ccc5c(c4)OCO5)C(=O)N23)c1 (stereo unspecified)	2%	-14%	?
Cc1ccc(S(=O)(=O)N2CCCOC2CNC(=O)C(=O)NCc2ccco2)cc1 (stereo unspecified)	8%	-4%	7%
O=C(NCc1ccco1)c1cccc2c1C(=O)c1ccc(N3CCCC3)cc1S2(=O)=O	0%	-1%	?
COC(=O)c1sc(S(=O)(=O)N2CCCCC2)c(C(=O)OC)c1C	-1%	-3%	-5%
CCOC(=O)C(Cc1ccccc1)NC(=O)CNC(=O)CNC(=O)OCc1ccccc1 (stereo unspecified)	2%	13%	-23%
CCCN(C/C=C/I)C1CCc2cccc(O)c2C1 (stereo unspecified)	-2%	-13%	15µM*
N#CCC(=O)Nc1ccc(C(=O)OCC(=O)NC(=O)Cc2ccccc2)cc1	-3%	-3%	0%
COc1ccc(/C=C/S(=O)(=O)NCc2ccccc2)cc1OC	9%	-8%	?
CCOc1ccc(CC(=O)NNC(=S)Nc2ccc(OC)c(OC)c2)cc1	7%	-13%	6%
CCN(CC)CCNC(=O)CS(=O)Cc1nc(-c2ccccc2Cl)oc1C (stereo unspecified)	0%	-12%	-7%

Already shown: entries from further up.
SMILES	TDP1 block	GCN5L2 inh	DT40 TDP1 no CPT
CCc1ccccc1NC(=O)N1CCC(NC(=O)C(Cc2ccc(OC)c(OC)c2)NC(C)=O)CC1 (stereo unspecified)	3%	-15%	6%
CCN1CCN(c2cc(C)c3cc(NC(=O)c4ccccc4F)ccc3n2)CC1	0%&10%	-5%&-14%	?
O=C(O)[C@@H]1C[C@@H](C(=O)O)N1	6%	-2%	-13%&-3%
COc1ccc(CCC(=O)Nc2sccc2C#N)cc1	-3%	-4%	?
COc1ccccc1OC(=O)c1ccc(SC)cc1OC	-6%	-2%	-21%
O=C1CC(c2ccccc2Cl)CC(O)=C1C=NCCCO (stereo unspecified)	·	-5%	-5%
COc1ccc(-c2cccc(C(=O)Nc3ccc(C)cc3)c2)cc1	4%	-4%	?
C=C(C)COc1ccc(-c2ncncc2-c2ccccc2OC)c(O)c1	·	-2%	?
O=C(Nc1ccc(Cl)c(S(=O)(=O)N2CCOCC2)c1)c1ccccc1-c1ccc(C(F)(F)F)cc1	5%	-8%	16µM*
COc1cccc(NC(=O)CSC2=Nc3ccccc3C3=NC(CC(=O)NCc4ccc5c(c4)OCO5)C(=O)N23)c1 (stereo unspecified)	2%	-14%	?
Cc1ccc(S(=O)(=O)N2CCCOC2CNC(=O)C(=O)NCc2ccco2)cc1 (stereo unspecified)	8%	-4%	7%
O=C(NCc1ccco1)c1cccc2c1C(=O)c1ccc(N3CCCC3)cc1S2(=O)=O	0%	-1%	?
COC(=O)c1sc(S(=O)(=O)N2CCCCC2)c(C(=O)OC)c1C	-1%	-3%	-5%
CCOC(=O)C(Cc1ccccc1)NC(=O)CNC(=O)CNC(=O)OCc1ccccc1 (stereo unspecified)	2%	13%	-23%
CCCN(C/C=C/I)C1CCc2cccc(O)c2C1 (stereo unspecified)	-2%	-13%	15µM*
N#CCC(=O)Nc1ccc(C(=O)OCC(=O)NC(=O)Cc2ccccc2)cc1	-3%	-3%	0%
COc1ccc(/C=C/S(=O)(=O)NCc2ccccc2)cc1OC	9%	-8%	?
CCOc1ccc(CC(=O)NNC(=S)Nc2ccc(OC)c(OC)c2)cc1	7%	-13%	6%
CCN(CC)CCNC(=O)CS(=O)Cc1nc(-c2ccccc2Cl)oc1C (stereo unspecified)	0%	-12%	-7%
